# IMPase Li inh – qHTS Assay for Identifying the Cell-Membrane Permeable IMPase Inhibitors: Potentiation with Lithium | CHO-M1 cells, IP1 TR-FRET (IP-One), carbachol + lithium | Potency, µM (series often up to 59.4 µM), for the others: at the top dose activity, negative = IMPase inhibition, usual class: inhibitors | actives 0.35% (n = 210,000) | AID 1457, 2008;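 further: IP1 builds up when IMPase is blocked and the TR-FRET signal falls; potency means the concentration at half of the fitted maximal effect; plate controls were basal vehicle for no effect and high inhibitor control for full effect; nearly all actives have a fitted effect of over 50% in size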
#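 Steps: plate 2000 CHO-M1 cells per well and culture 16–30 h; add compound and lithium; incubate 30 min, 37C; add d2-IP1 tracer and Eu cryptate anti-IP1 antibody in lysis buffer; read after 10 min at room temperature.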
# HttQ103 aggreg – qHTS Multiplex Assay to Identify Dual Action Probes in a Cell Model of Huntington: Aggregate Formation (GFP). PC12 HttQ103-GFP aggregates, Acumen cytometry, 40 h. Potency, µM (series often up to 46.1 µM), inactives show at the top dose activity change, negative = inhibition, actives largely listed as inhibitors. actives 1.1% (n = 220,000). AID 1688, 2009; further: potency means the concentration at half of the fitted maximal effect; on the % scale 0 is the no-effect control and ±100 the full control effect; nearly all actives have a fitted effect of over 60% in size
#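 Aggregates are detected as GFP objects 1–25 µm with signal 6 STDEV over background in lysates of induced PC12 cells. These carry Huntingtin exon 1 with 103 glutamines fused to GFP under an ecdysone promoter; compounds titrated.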
# HTT cytoprotect – qHTS Multiplex Assay to Identify Dual Action Probes in a Cell Model of Huntington: Cytoprotection (ATP) | PC12 HTT-Q103 induced, cytoprotection, ATP luminescence, 40 h | AID 1471, 2008 | actives 0.14% (n = 230,000) | Potency, µM (series often up to 56.4 µM), for the others: cytoprotection (ATP increase), hits mostly activators;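 further: potency means the concentration at half of the fitted maximal effect; % of control where 0% means no effect; nearly all actives have a fitted effect of over 45% in size; toxic huntingtin expression switched on by the ecdysone agonist tebufenozide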
#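 Cells were plated at 1500 per well in phenol red-free DMEM with 5% equine and 5% calf serum. Tebufenozide (100 nM final) and compounds were added, then ATPlite reagent, and luminescence was read.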
# Lamin A splicing – qHTS Assay for Modulators of Lamin A Splicing; actives 0.01% (n = 200,000); Potency, µM (titrated, usually from 46.1 µM), inactives show top-dose ratio change, negative = inhibition, usual class: inhibitors; HeLa LMNA splicing GFP/RFP minigene ratio, 48 h; active means well fitted inhibition curve with a large enough effect in the signal ratio, with a control signal flat, not every such curve was filed as active; inconclusive means small, poorly fitted or top-dose-only effect, or effect the other way, or a change in a side signal; the % refers to the signal ratio; further: potency means the concentration at half of the fitted maximal effect; on the % scale 0 is the no-effect control and ±100 the full control effect
#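 S3 HeLa stable clones carrying a lamin A-EGFP splicing minigene plus DsRed2 were seeded at 600 cells/well in Opti-MEM with 2% FBS, pin-dosed and incubated 48 h at 37°C. Acumen cytometry (488 nm) gave the GFP/RFP total-intensity ratio.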
# SMN2 splice up – qHTS Assay for Enhancers of SMN2 Splice Variant Expression; actives 2.8% (n = 210,000); Potency, µM (doses to about 46.1 µM), without a hit: at the top dose activity change, positive = activation, usual class: activators; HEK293 SMN2-luciferase splicing reporter, luminescence, 30-36 h; further: potency means the concentration at half of the fitted maximal effect; % of control where 0% means no effect; nearly all actives have a fitted effect of over 55% in size
#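 HEK293 cells carry an SMN2 minigene-luciferase reporter in which exon 7 inclusion puts luciferase in frame. Cells were seeded at 2000 cells/well, attached for 10-12 hours, then exposed to compounds for 30-36 hours at 37C before ONE-Glo luminescence.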
# Luc counter – Counterscreen for Luciferase (Kinase-Glo TM) Inhibition. Potency, µM (highest dose often 38.3 µM), for inactives: top-dose activity change, negative = inhibition, actives largely listed as inhibitors. Luciferin 4-monooxygenase (Photuris pensylvanica), Q27757. AID 1379, 2008. Kinase-Glo luciferase, ATP luminescence, 8 min. actives 0.28% (n = 200,000); further: potency means the concentration at half of the fitted maximal effect; on the % scale 0 is the no-effect control and ±100 the full control effect; nearly all actives have a fitted effect of over 60% in size
#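 Recombinant Kinase-Glo luciferase, 10 uM ATP (linear range), luciferin; imidazole pH 7.2 / KCl / MgCl2 / Tween / BSA buffer; 8 min RT; luminescence.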
# CBFb RUNX1 block – qHTS Assay for Compounds Blocking the Interaction Between CBF-beta and RUNX1 for the Treatment of Acute Myeloid Leukemia | Runt-related transcription factor 1 (Homo sapiens) + Core-binding factor subunit beta … | AlphaScreen CBFb-His/RUNX1-biotin binding, biochemical | Potency, µM (titrated, usually from 59.8 µM), inactives show at the top dose activity, negative = inhibition, actives largely listed as inhibitors | 230,000 tested, under 10 active | AID 1477, 2009; further: % of control where 0% means no effect
# Target sequence (Q01196 whole entry, looked up): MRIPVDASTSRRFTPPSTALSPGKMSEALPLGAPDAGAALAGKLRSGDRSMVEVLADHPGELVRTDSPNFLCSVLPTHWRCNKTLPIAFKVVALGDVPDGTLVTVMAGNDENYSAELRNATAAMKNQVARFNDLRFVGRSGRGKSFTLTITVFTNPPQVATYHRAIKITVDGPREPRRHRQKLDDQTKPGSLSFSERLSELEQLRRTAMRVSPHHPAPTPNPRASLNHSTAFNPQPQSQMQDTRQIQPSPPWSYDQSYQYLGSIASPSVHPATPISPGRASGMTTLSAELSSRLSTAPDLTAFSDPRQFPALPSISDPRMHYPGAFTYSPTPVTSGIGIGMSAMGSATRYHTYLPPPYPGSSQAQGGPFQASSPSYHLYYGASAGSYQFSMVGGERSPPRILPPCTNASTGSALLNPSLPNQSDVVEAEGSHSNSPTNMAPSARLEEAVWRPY
# Target sequence (Q13951 whole entry, looked up): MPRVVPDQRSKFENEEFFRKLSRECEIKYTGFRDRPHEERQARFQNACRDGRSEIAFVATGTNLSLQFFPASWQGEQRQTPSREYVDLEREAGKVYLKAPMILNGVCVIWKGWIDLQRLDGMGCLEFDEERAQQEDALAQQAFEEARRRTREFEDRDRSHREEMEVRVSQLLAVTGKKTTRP
#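 Proteins preincubated together for 20 min at RT before compound addition; 15 min later, nickel and streptavidin beads were added and left 90 min prior to AlphaScreen measurement.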
# * marks the source's active call; other numbers are inactive results; ? = inconclusive; . = not tested or not shown; & = joins results of further samples; [ ] = another dose, or the depositor's remark. Unless noted, the call rests on the fitted dose curve; in most records, active means well fitted curve in the direction sought with a large enough effect; inconclusive means small, poorly fitted or top-dose-only effect, or another doubt; inactive means no such curve, though single readings can be large; an effect the other way counts as inactive or inconclusive.
# Keys – A = IMPase Li inh; B = HttQ103 aggreg; C = HTT cytoprotect; D = Lamin A splicing; E = SMN2 splice up; F = Luc counter; G = CBFb RUNX1 block
> O=C(O)CCC(=O)c1ccc2ccc3cccc4ccc1c2c34
  A: -6% | B: -11%[9.22 µM] | C: 12%&-8%[10 µM] | D: . | E: -13%[9.22 µM] | F: -2%[7.66 µM] | G: 4%

> Cc1cc(C(=O)COC(=O)c2ccc[nH]c2=O)c(C)n1-c1ccc(F)cc1
  A: -9% | B: 18% | C: -9%[10 µM] | D: -2% | E: 5µM* | F: -2% | G: -13%

> CN(C)C(=O)c1cc(-c2ccccc2)no1
  A: 5% | B: 12% | C: -2% | D: 12%[46 µM] | E: ? | F: -6% | G: -5%

> CCn1c(SCC(=O)OC)nc2sc3c(c2c1=O)CC(C)(C)OC3
  A: . | B: -12%[9.22 µM] | C: -2%[10 µM] | D: . | E: . | F: . | G: 8%

> CCS(=O)(=O)N1CCCC(C(=O)NCCN(C)Cc2ccccc2)C1 (stereo not given)
  A: -4%[38.3 µM] | B: 8% | C: 7% | D: 2%[0.0737 µM] | E: 11% | F: 5% | G: 2%

> CCCCC(=O)NC(=S)NNC(=O)c1ccc(OC)cc1
  A: 4% | B: 10µM* | C: 11%[10 µM] | D: ? | E: -27% | F: -1% | G: -4%

> C=C1CCC2C(C)(C)[C@H](O)CC[C@@]2(C)[C@@H]1COc1cc(=O)oc2ccccc12 (stereo not given in full)
  A: 4% | B: -25% | C: . | D: ? | E: -2% | F: 4% | G: 8%[2.36 µM]

> O=C(c1ccco1)N1CCn2c1nc1ccccc12
  A: 0% | B: 1% | C: 13%[10 µM] | D: -4% | E: 11µM* | F: ? | G: 9%

> O=C(NCC(c1cccnc1)N1CCN(c2ccc(F)cc2)CC1)c1ccc2c(c1)OCO2 (stereo not given)
  A: 1%[38.3 µM] | B: 4%[9.22 µM] | C: 3% | D: ? | E: -23% | F: 6% | G: -3%

> O=[N+]([O-])c1ccc(-c2ccc(C=Nc3cccc4ccccc34)o2)cc1
  A: 1% | B: -12% | C: -17%[10 µM] | D: 4% | E: 21% | F: -4% | G: -29%

# Arranged by the number under IMPase Li inh (falling): four of the compounds above.
SMILES	IMPase Li inh
CN(C)C(=O)c1cc(-c2ccccc2)no1	5%
CCCCC(=O)NC(=S)NNC(=O)c1ccc(OC)cc1	4%
O=[N+]([O-])c1ccc(-c2ccc(C=Nc3cccc4ccccc34)o2)cc1	1%
O=C(c1ccco1)N1CCn2c1nc1ccccc12	0%

# (continued)
# Keys – A = IMPase Li inh; B = HttQ103 aggreg; C = HTT cytoprotect; D = Lamin A splicing; E = SMN2 splice up; F = Luc counter; G = CBFb RUNX1 block
> Cc1ccc(S(=O)(=O)N2CCN(CC(O)c3ccccc3)CC2)cc1C (stereo not given)
  A: 0% | B: 1% | C: -11%[10 µM] | D: -15%[46 µM] | E: 10% | F: 0% | G: 1%

> O=C(COC(=O)c1cccnc1Cl)Nc1ccc2c(c1)OCCO2
  A: 4% | B: 18% | C: -33%[inhibitor] | D: ? | E: 5% | F: -3% | G: -9%

> CCCP(=O)(CC(=O)N(CC)CC)c1ccccc1 (stereo not given)
  A: -9%[38.3 µM] | B: -2% | C: -29% | D: ? | E: 13% | F: -1% | G: 2%

> CC1CCCCN1C(=O)CCc1nnc(Cc2c[nH]c3ccccc23)o1 (stereo not given)
  A: 6% | B: 4%[9.22 µM] | C: 8%[10 µM] | D: ? | E: . | F: 2% | G: -1%

> COc1ccc(CCNC(=O)C2CCN(S(C)(=O)=O)CC2)cc1
  A: 33%[38.3 µM] | B: -5% | C: -7% | D: 2% | E: 8% | F: -4% | G: 2%

> COc1cc(-c2nn3c(-c4ccco4)nnc3s2)cc(OC)c1OC
  A: -6%[38.3 µM] | B: -13% | C: 7% | D: -13% | E: -1% | F: -5% | G: 10%

> Cn1c(=O)c(/C=C/c2ccccc2)nc2ccccc21
  A: 7% | B: -3% | C: -8%[10 µM] | D: ? | E: 11µM* | F: -3% | G: 14%

> Cc1cc(C)nc(N2CCCC(C(=O)NCCc3ccc(F)cc3)C2)n1 (stereo not given)
  A: . | B: -3% | C: -3% | D: 6% | E: . | F: . | G: 12%

> c1ccc(-c2nc(NCc3ccco3)c3oc4ccccc4c3n2)cc1
  A: -7%[38.3 µM] | B: 2% | C: 10% | D: 6% | E: 2% | F: -1% | G: 2%

> Cc1cc(Br)ccc1SCC(=O)OCC(=O)NC1CCCC1
  A: 8% | B: 23% | C: -32% | D: -1%[46 µM] | E: 2% | F: -5% | G: -4%

> Fc1ccc(Nc2nc(-c3ccncc3)nc3ccccc23)cc1
  A: -8% | B: -13% | C: -11%[10 µM] | D: -12% | E: -21% | F: 4% | G: 0%

> CCSc1nc(C)cc(C)c1S(=O)(=O)c1ccccc1C
  A: 31%[38.3 µM] | B: -18% | C: -29%[10 µM] | D: 8% | E: -23% | F: 2% | G: 29%

> COc1ccc(NC(=O)CSc2nnc(CNC(=O)COc3ccc(Cl)cc3)o2)cc1
  A: 7% | B: 7% | C: -5%[10 µM] | D: -6%[46 µM] | E: 20% | F: 1% | G: 2%

> Cn1nc(C(=O)NCc2cccnc2)c2ccccc2c1=O
  A: -3%[38.3 µM] | B: 7% | C: 0% | D: 0% | E: 21% | F: 11% | G: 0%

> Nc1cc(N)nc(SCC(=O)Nc2ccccc2)n1
  A: 8% | B: -23% | C: -6%[1.9 µM] | D: -7% | E: -12% | F: -3% | G: 7%

> Cc1cc(C)c(NC(=O)COc2nncc3ccccc23)c(C)c1
  A: -6% | B: -12% | C: 67%[10 µM] | D: 2% | E: 14% | F: -2% | G: -6%

> CC1(C)c2ccccc2N2CC(=O)N(CC(N)=O)C21C (stereo not given)
  A: 17%[38.3 µM] | B: -7% | C: -16%[0.074 µM] | D: 6% | E: 24% | F: -6% | G: -15%

> CCCc1cc2c(cc1NC(=O)c1ccccc1Cl)OCO2
  A: -8%[38.3 µM] | B: 16% | C: -3% | D: 5% | E: 8% | F: -3% | G: 9%

> CCOC(=O)c1ccc(S(=O)(=O)N2CCN(CC(=O)NC(=O)NC3CCCCC3)CC2)cc1
  A: 15%[38.3 µM] | B: 14% | C: 14% | D: 3% | E: -9% | F: 0% | G: -5%

> CC(=O)OC1CC2C(C)(C)C(=O)CC[C@]2(C)C2CC[C@@]3(C)C(c4ccoc4)OC(=O)C4OC43[C@]12C (stereo not given in full)
  A: 4% | B: . | C: . | D: 8% | E: -12% | F: -4% | G: .

> Cc1ccc(-n2c(SCC(N)=O)nnc2-c2ccc(S(=O)(=O)N3CCCCC3)cc2)c(C)c1
  A: 49%[activator][38.3 µM] | B: 8% | C: 4% | D: 9% | E: 2% | F: -2% | G: 0%

> COc1cc(NC(=S)NCCc2ccc(S(N)(=O)=O)cc2)c(OC)cc1Cl
  A: 8% | B: 26% | C: -2% | D: . | E: -11% | F: 2% | G: 1%

> O=C(NC(=Nc1ccccc1)N1CCOCC1)Nc1ccccc1
  A: -3%[38.3 µM] | B: -14% | C: 3%[10 µM] | D: -3% | E: 8% | F: 0% | G: 5%

> COc1ccc2c(c1)c(=O)c(C(=O)c1ccc(F)cc1)cn2CC(=O)Nc1ccc(F)cc1
  A: -2% | B: 5% | C: . | D: -1% | E: -3% | F: -3% | G: 3%[2.36 µM]

> CCC(=O)Nc1cc(C(=O)OCC(=O)c2ccc(Cl)cc2Cl)ccc1C
  A: -18%[38.3 µM] | B: 9% | C: 6% | D: -1% | E: 17% | F: -3% | G: -1%

> O=C(N/N=C/c1cccnc1)c1ccc([N+](=O)[O-])cc1
  A: -8%[38.3 µM] | B: -13% | C: -35% | D: -4% | E: -12% | F: -2% | G: -4%

> COc1ccc(C2NC(C(=O)O)Cc3c2[nH]c2ccccc32)cc1OC (stereo not given)
  A: 17%[38.3 µM] | B: 9% | C: -14% | D: -12% | E: 7% | F: -4% | G: 4%

> COc1ccc(NC(=O)CSc2nc(C)cs2)c(OC)c1
  A: -5% | B: -15% | C: -17% | D: . | E: 16% | F: 0% | G: 2%

> CCOc1ccccc1CN1CCN(Cc2ccc(C)o2)CC1CCO (stereo not given)
  A: 8% | B: 10%[9.22 µM] | C: 1%[10 µM] | D: -8%[46 µM] | E: . | F: -1% | G: -5%

> CCCC(=O)Nc1ccc(C(=O)NNC(=O)c2ccco2)cc1
  A: 3%[38.3 µM] | B: -17% | C: -17% | D: -1% | E: 9% | F: -3% | G: 3%

> CSCCC(NC(=O)c1ccco1)C(=O)OCC(=O)Nc1sccc1C#N (stereo not given)
  A: -10%[38.3 µM] | B: -8% | C: 5% | D: ? | E: -3% | F: 0% | G: 3%

> OCCNCCNCc1ccc(-c2ccccc2)cc1
  A: -4% | B: 8% | C: -28% | D: . | E: -36%[inhibitor] | F: 3% | G: -1%

> CC(C)n1cc(CN2CCN(CCc3ccccc3)C(CCO)C2)cn1 (stereo not given)
  A: 9% | B: 8%[9.22 µM] | C: 18%[10 µM] | D: ? | E: . | F: -4% | G: 0%

> OC(COCc1ccccc1)CN1CCCC1 (stereo not given)
  A: -8%[38.3 µM] | B: 1% | C: -15%[10 µM] | D: -1% | E: -18% | F: -1% | G: 1%

> Clc1ccc(-c2n[nH]c3c2CCCC3)cc1
  A: -2% | B: -13% | C: -31%[inhibitor] | D: . | E: 8% | F: -4% | G: 16%

> Cc1c(NC(=O)CN2C(=O)NC(CCc3ccccc3)C2=O)c(=O)n(-c2ccccc2)n1C (stereo not given)
  A: -14% | B: 3% | C: 10%[10 µM] | D: 23%[46 µM] | E: 4% | F: -2% | G: ?

> COc1cc(N2C(=O)CC3(CCCC3)CC2=O)cc(OC)c1OC
  A: . | B: 21%[9.22 µM] | C: 1%[10 µM] | D: . | E: . | F: . | G: 4%

> CC1CCN(C(=O)CSc2nnc(Cn3c(=O)sc4ccccc43)n2C)CC1
  A: 5% | B: -5% | C: -7%[10 µM] | D: 1% | E: 12% | F: 3% | G: -3%

# Screening data: PubChem, National Center for Advancing Translational Sciences (NCATS)
